Bioassay records as filed in PubChem BioAssay.
TexasRed fluor: Total Fluorescence Counterscreen for Inhibitors of the Interaction of Thyroid Hormone Receptor and Steroid Receptor Coregulator 2; TRb/SRC2 Texas Red total fluorescence interference; Potency, µM (series often up to 106 µM), without a hit: top-dose fluorescence change, negative = quenching; 280,000 tested, 0.29% active; active = well fitted curve in either direction with a large enough effect; inconclusive = small, poorly fitted or top-dose-only effect
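Flags fluorescent or light-absorbing compounds by total fluorescence, S + 2P, at 555 nm excitation and 632 nm emission. Mixture: 20 nM Texas Red SRC2 peptide, 0.6 uM human TRb LBD, 1 uM T3, 5% DMSO; compound exposure 5 h at ambient temperature.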
L3MBTL1 inh: qHTS Assay for the Inhibitors of L3MBTL1. Lethal(3)malignant brain tumor-like protein 1 (Homo sapiens), Q9Y468. 230,000 tested, 0.66% active. AID 485360, 2010. AlphaScreen L3MBTL1–H3K9me1 peptide binding. Potency, µM (series often up to 57.1 µM), inactives show at the highest dose activity, negative = inhibition, hits mostly inhibitors; note: nearly all actives have a fitted effect of over 60% in size
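AlphaScreen assay: L3MBTL1 (50 nM final) was preincubated 30 min at room temperature with biotinylated H3(1-15)K9me1 peptide (75 nM final), then 30 min with library compounds; streptavidin donor and nickel chelate acceptor beads (10 ug/mL final) added, 30 min dark.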
TRb-SRC2 inh: qHTS for Inhibitors of the Interaction of Thyroid Hormone Receptor and Steroid Receptor Coregulator 2; Thyroid hormone receptor beta (Homo sapiens), P10828; TRbeta-SRC2 peptide binding, fluorescence polarization; receptor liganded with 1 µM T3; Potency, µM (series often up to 106 µM), for inactives: at the highest dose activity change, negative = inhibition, usual class: inhibitors; 280,000 tested, 0.065% active;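 note: plate controls were bound peptide for no effect and peptide without receptor for full effect; nearly all actives have a fitted effect of over 50% in size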
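Each compound concentration gave % activity, normalized to unbound and bound Texas Red SRC2 controls, from polarization read after 5 hr ambient incubation with T3-loaded human TRb LBD.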
Tau FP inhib: qHTS for Inhibitors of Tau Fibril Formation, Fluorescence Polarization | Microtubule-associated protein tau (Homo sapiens), P10636 | K18 P301L tau heparin fibrillization, Alexa594 FP, 6 h | Potency, µM (top dose mostly 57.7 µM), for inactives: top-dose activity, negative = inhibition, actives largely listed as inhibitors | 280,000 tested, 0.39% active | AID 1468, 2008; note: nearly all actives have a fitted effect of over 55% in size
Target sequence (P10636 561-689 P618L limits assumed): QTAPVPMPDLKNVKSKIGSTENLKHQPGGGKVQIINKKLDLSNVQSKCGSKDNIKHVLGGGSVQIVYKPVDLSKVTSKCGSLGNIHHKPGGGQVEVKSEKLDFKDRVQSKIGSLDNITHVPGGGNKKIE
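Human K18 P301L fragment (15 uM unlabeled plus 0.24 uM Alexa 594-labeled) in 100 mM sodium acetate pH 7 with compound, aggregation induced by 20 uM heparin for 6 hr at 37 C. ThT (30 uM) added for 1 hr, then Alexa 594 FP read.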
Tau fibril ThT: qHTS for Inhibitors of Tau Fibril Formation, Thioflavin T Binding; recombinant tau K18 P301L, heparin-induced fibrillization, ThT fluorescence; Microtubule-associated protein tau (Homo sapiens), P10636; Potency, µM (highest dose often 57.4 µM), for the others: at the top dose activity, negative = inhibition, usual class: inhibitors; 270,000 tested, 2.1% active; note: nearly all actives have a fitted effect of over 55% in size
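Recombinant human tau K18 fragment […] carrying P301L, 15 uM unlabeled plus 0.24 uM Alexa 594-labeled, was fibrillized with 20 uM heparin in 100 mM sodium acetate pH 7 for 6 hr at 37 C; 30 uM ThT fluorescence read after 1 hr.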
aGal spleen mod: qHTS Assay for Inhibitors and Activators of Human alpha-Galactosidase From Spleen Homogenate; Alpha-galactosidase A (Homo sapiens), P06280; human spleen homogenate, 4MU-alpha-Gal fluorescence, 40 min; Potency, µM (titrated, usually from 80 µM), for inactives: at the top dose activity change, negative = inhibition, actives largely listed as inhibitors; 240,000 tested, 0.008% active; AID 2107, 2009;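 note: 0% = enzyme with vehicle and -100% = no enzyme basal signal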
Target sequence (P06280 32-429 limits assumed): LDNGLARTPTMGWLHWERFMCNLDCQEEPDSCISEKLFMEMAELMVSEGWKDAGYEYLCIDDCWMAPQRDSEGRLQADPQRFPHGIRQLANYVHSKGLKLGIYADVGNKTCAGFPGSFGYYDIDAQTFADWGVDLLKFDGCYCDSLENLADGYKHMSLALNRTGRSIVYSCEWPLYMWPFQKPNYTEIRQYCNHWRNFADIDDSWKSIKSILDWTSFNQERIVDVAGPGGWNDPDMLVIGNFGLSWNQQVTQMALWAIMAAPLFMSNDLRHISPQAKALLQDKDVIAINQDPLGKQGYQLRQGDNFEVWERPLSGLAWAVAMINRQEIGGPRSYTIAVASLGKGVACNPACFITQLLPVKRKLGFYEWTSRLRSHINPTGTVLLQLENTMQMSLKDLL
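Human spleen homogenate (1 ug) was the enzyme source, with 4-methylumbelliferyl-alpha-D-galactopyranoside (1 mM final) in pH 5.0 citrate buffer with 0.01% Tween-20. Compounds were titrated; after 40 min at 37C, NaOH/glycine stop, 4-MU fluorescence read; AC50 from Hill fits.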
ALDH1A1 inh: qHTS Assay for Inhibitors of Aldehyde Dehydrogenase 1 (ALDH1A1); Aldehyde dehydrogenase 1A1 (Homo sapiens), P00352; Purified ALDH1A1, NADH fluorescence, propionaldehyde substrate; Potency, µM (highest dose often 75.3 µM), inactives show at the highest dose activity, negative = inhibition, most hits filed as inhibitors; 220,000 tested, 7.3% active; AID 1030, 2008; active = well fitted inhibition curve with a large enough effect, not every such curve was filed as active; inconclusive = small, poorly fitted or top-dose-only effect, or another doubt; inactive = no such curve, though single readings can be large or run the other way;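 note: plate controls were no enzyme wells and a reference inhibitor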
Target sequence (P00352 whole entry, looked up): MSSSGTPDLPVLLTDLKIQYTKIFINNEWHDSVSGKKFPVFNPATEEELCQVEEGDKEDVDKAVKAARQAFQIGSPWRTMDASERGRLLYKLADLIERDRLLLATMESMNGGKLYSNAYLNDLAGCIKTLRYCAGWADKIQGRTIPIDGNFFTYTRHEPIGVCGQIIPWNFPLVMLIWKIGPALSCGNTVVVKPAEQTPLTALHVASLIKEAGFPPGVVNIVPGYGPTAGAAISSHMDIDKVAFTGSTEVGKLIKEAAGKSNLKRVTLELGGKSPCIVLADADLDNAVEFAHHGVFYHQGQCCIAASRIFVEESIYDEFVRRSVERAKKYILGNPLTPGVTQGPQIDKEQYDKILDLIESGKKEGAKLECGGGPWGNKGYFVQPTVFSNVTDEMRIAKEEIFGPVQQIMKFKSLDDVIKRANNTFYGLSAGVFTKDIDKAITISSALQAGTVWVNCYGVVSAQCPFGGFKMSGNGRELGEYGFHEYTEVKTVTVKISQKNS
Tau fluor cs: Counterscreen qHTS for Inhibitors of Tau Fibril Formation, Fluorescence Polarization; AID 1463, 2008; 280,000 tested, 0.93% active; tau K18 P301L Alexa594 fluorescence, heparin fibrillization; Potency, µM (top dose mostly 57.7 µM), for inactives: at the top dose activity change, negative = decrease; note: nearly all actives have a fitted effect of over 55% in size
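Human tau K18 P301L (15 uM unlabeled, 0.24 uM Alexa 594-labeled) in 100 mM sodium acetate pH 7 with 20 uM heparin, 6 hr at 37 C. ThT 30 uM added, 1 hr ambient; Alexa 594 FP and total fluorescence read at 555/632 nm.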
An asterisk follows results filed as active; u = inconclusive; x = no result given; & = joins results of further samples; [ ] = another dose, or the depositor's remark. Unless noted, calls come from the whole dose curve; as a rule, active = well fitted curve in the direction sought with a large enough effect; inconclusive = small, poorly fitted or top-dose-only effect, or another doubt; inactive = no such curve, though single readings can be large; an effect the other way counts as inactive or inconclusive. Unless noted, % is set by controls: 0 for no effect and ±100 for the full control effect; potency is the fitted concentration of half-maximal effect.

molecule,TexasRed fluor,L3MBTL1 inh,TRb-SRC2 inh,Tau FP inhib,Tau fibril ThT,aGal spleen mod,ALDH1A1 inh,Tau fluor cs
CC1CCCCC1NC(=O)COC(=O)c1ccc(N(C)C)cc1 (stereo unspecified),-4%,x,-3%,2%,-19%,12%,3%,-6%
CCC(C(=O)OC)n1cnc2c(cnn2-c2ccc(F)cc2)c1=O (stereo unspecified),-2%,x,-2%,-1%,-6%,x,x,-12%
Cc1cc(C(=O)N(C)Cc2ccc(Br)cc2)no1,2%,10%,1%,5%,0%,3%,3%,1%
CCOC(=O)C1=C(CN(CC)Cc2ccccc2)NC(=O)NC1c1ccc(OC(C)C)cc1 (stereo unspecified),1%,x,-1%,10%,-12%,x,x,-10%
c1ccc2oc(NC3=NCN(CC4CCCO4)CN3)nc2c1 (stereo unspecified),-2%,x,-9%,u,-5%,0%,12%,-1%
CC(C)C(=O)Nc1ccc(NC(=O)CCc2ccccc2)cn1,-2%,-3%,2%,16%,-6%,-1%,-13%,5%
O=c1[nH]c(SCc2ccccc2[N+](=O)[O-])nc2nc[nH]c12,1%,12%,6%,2%,-11%,13%,u,-10%
CC(C)c1ccc(N2C(=O)/C(=C/N(C)C)SC2=S)cc1,28µM*[fluorescent],x,u,u,x,6%,x,u
COc1cccc(NC(=S)N2CCN(Cc3ccccc3)CC2)c1,-2%,0%,5%,7%,-2%,-11%,1%,-1%
CN(C)c1ccc(/C=N\NC(=O)c2cccc3cc[nH]c23)cc1,-6%,-9%,6%,0%,10µM*,6%,x,u
CCOC(=O)N1CCN(C(=O)CSCC(=O)Nc2nc(-c3ccc(-c4ccccc4)cc3)cs2)CC1,-1%,-3%,2%,-12%,u,3%,u,-22%
COc1cc2c(cc1OC)-c1cc(Nc3ccc4c(c3)OCCO4)nc(=O)n1CC2,-15%,-5%,-9%,u,u,13%,u,u
COC(=O)c1ccc(OCCn2cnc3ccccc3c2=O)cc1,2%,2%,-14%,3%,-6%,7%,0%,0%
CCC(Sc1nc2ccccc2c2nc3ccccc3n12)C(=O)NCc1ccco1 (stereo unspecified),-3%,x,-5%,0%,-16%,2%,4%,-9%
COc1ccc(C(CC(=O)N2CCOCC2)c2c(OC)cc(OC)c3c(-c4ccccc4)cc(=O)oc23)cc1 (stereo unspecified),0%&-2%,x,-4%&2%,7%,-10%,-5%&-1%,x,-5%
CCOc1ccc(NC(=O)CC2C(=O)N(CC)C(=S)N2NC(=O)c2ccncc2)cc1 (stereo unspecified),-2%,0%,4%,0%,0%,0%,x,-5%
CCCS(=O)(=O)N1CCN(Cc2ccc([N+](=O)[O-])cc2)CC1,-1%,6%,-5%,-1%,-3%,8%,u,-5%
O=C(Cn1c(=O)c2c(ncn2C2CCCC2)n(Cc2ccccc2)c1=O)N1CCc2ccccc21,2%,x,1%,-5%,-12%,-2%,-7%,-14%
N#C/C(=C(/O)CSc1ccccc1C(=O)O)c1nc2ccccc2s1,-5%,x,-10%,-2%,-13%,9%,-8%,-8%
CC(=O)c1c(C)nc(-c2ccccc2)n1O,-4%,4%,-1%,4%,-4%,7%,9%,-4%

Part of the list above, set out differently:
COC(=O)c1ccc(OCCn2cnc3ccccc3c2=O)cc1
- TexasRed fluor: 2%
- L3MBTL1 inh: 2%
- TRb-SRC2 inh: -14%
- Tau FP inhib: 3%
- Tau fibril ThT: -6%
- aGal spleen mod: 7%
- ALDH1A1 inh: 0%
- Tau fluor cs: 0%

CCC(Sc1nc2ccccc2c2nc3ccccc3n12)C(=O)NCc1ccco1 (stereo unspecified)
- TexasRed fluor: -3%
- L3MBTL1 inh: x
- TRb-SRC2 inh: -5%
- Tau FP inhib: 0%
- Tau fibril ThT: -16%
- aGal spleen mod: 2%
- ALDH1A1 inh: 4%
- Tau fluor cs: -9%

COc1ccc(C(CC(=O)N2CCOCC2)c2c(OC)cc(OC)c3c(-c4ccccc4)cc(=O)oc23)cc1 (stereo unspecified)
- TexasRed fluor: 0%&-2%
- L3MBTL1 inh: x
- TRb-SRC2 inh: -4%&2%
- Tau FP inhib: 7%
- Tau fibril ThT: -10%
- aGal spleen mod: -5%&-1%
- ALDH1A1 inh: x
- Tau fluor cs: -5%

CCOc1ccc(NC(=O)CC2C(=O)N(CC)C(=S)N2NC(=O)c2ccncc2)cc1 (stereo unspecified)
- TexasRed fluor: -2%
- L3MBTL1 inh: 0%
- TRb-SRC2 inh: 4%
- Tau FP inhib: 0%
- Tau fibril ThT: 0%
- aGal spleen mod: 0%
- ALDH1A1 inh: x
- Tau fluor cs: -5%

More records follow.
molecule,TexasRed fluor,L3MBTL1 inh,TRb-SRC2 inh,Tau FP inhib,Tau fibril ThT,aGal spleen mod,ALDH1A1 inh,Tau fluor cs
COc1cc(OC)c(-c2cc(C(=O)O)ccc2OC)c(OC)c1,0%,7%,-9%,1%,6%,0%,6%,3%
Cc1cc(C)n(CC2CC(=O)N(c3cc(Cl)cc(Cl)c3)C2=O)n1 (stereo unspecified),-6%,10%,1%,-6%,-3%,14%,10%,-5%
O=C(c1cc2ccccc2oc1=O)N(Cc1cccc(Cl)c1)C1CCS(=O)(=O)C1 (stereo unspecified),6%,x,-2%,0%,3%,x,x,-8%
CCN(Cc1cnn(C)c1)C(=O)c1cc(COc2ccc(F)cc2F)on1,-1%,x,5%,3%,2%,12%,x,6%
O=C(Nc1ccc2nc(-c3ccc4nc[nH]c4c3)[nH]c2c1)c1cccs1,-6%,10%,5%,2%,2%,0%,u,u
Nc1ncc(-c2ccccc2)n1CC1CCCO1 (stereo unspecified),2%,-22%,4%,2%,-18%,7%,3%,-9%
COc1ccc(Cc2nnc(NC(=O)CSc3ccc(C)cc3)s2)cc1OC,-3%,-3%,7%,-7%,4%,7%,u,-11%
CCOc1ccc(/C=N/NC(=O)c2ccc(Cn3cc([N+](=O)[O-])cn3)o2)cc1,-1%,x,4%,-6%,-22%,8%,-5%,-10%
COc1ccc(N(CCC#N)C(=O)/C(C#N)=C/c2cccs2)cc1,-2%,-18%,7%,5%,0%,0%,14µM*,0%
c1ccc2c(c1)ncn2-c1ccc(-c2ccnc(-c3ccncc3)n2)cc1,u,-1%,9%,-9%,u,-10%,-12%,-12%
O=C(Cc1ccccc1)Nc1cccc(-c2cn3cccnc3n2)c1,-4%,x,-6%,-1%,-1%,x,x,-10%
Cc1[nH][nH]c(=O)c1/C=N/N1CCOCC1,1%,-6%,1%,6%,-4%,-7%,-2%,3%
CCC(C)[C@H](NC(=O)NCc1ccc(Cl)cc1)C(=O)OC (stereo partly specified),-6%,-6%,-2%,-4%,-1%,3%,4%,-2%
O=C1CC(=C(c2ccccc2)c2ccccc2)C(=O)N1CCN1CCN(c2cccc(Cl)c2)CC1,-2%,x,-4%,7%,-17%,4%,u,-17%
Cc1nnc2ccc(-c3ccc(NC(=O)c4ccco4)cc3)nn12,1%,x,-8%,-1%,-22%,0%,u,-9%
CCOC(=O)C1CCN(c2nc(-c3ccc(Br)cc3)nc3ccccc23)CC1,0%&0%,x,-9%&-4%,0%&-7%,-8%&-13%,-2%,-11%,u
O=C(NCCSCc1cccc(Cl)c1)C1CCN(S(=O)(=O)Cc2ccccc2)CC1,-1%,x,0%,-7%,-1%,x,x,-2%
CCN1C(=O)/C(=C\C(=O)c2cccs2)c2cc(Br)ccc21,-2%,-13%,-4%,-6%,u,-4%,11µM*,-16%
O=C(Nc1ccc2c(c1)nc1n2CCCCC1)c1cc(S(=O)(=O)N2CCOCC2)ccc1Cl,-2%,-8%,4%,1%,-4%,3%,-14%,2%
N/C(Cc1nc(-c2ccc(F)cc2)cs1)=N\O,0%,-3%,9%,-6%,-9%,-1%,1%,-7%
Cc1ccc(S(=O)(=O)Nc2ccc(N3CCOCC3)cc2)cc1[N+](=O)[O-],-3%,-19%,-7%,9%,-14%,-18%,u,-17%
COc1cc(/C=C/c2ccc3cccc([N+](=O)[O-])c3n2)ccc1OCC(=O)O,-15%,-15%,-1%,7%,u,-1%,-11%,-3%
CCOc1cc(S(=O)(=O)NCc2cccnc2)c(C)cc1C,-6%,3%,-8%,-3%,-3%,2%,u,2%
CCCCC(=O)NCCNc1nc2c(c(=O)n(C)c(=O)n2C)n1Cc1ccc(F)cc1,-2%,3%,3%,-1%,-4%,-1%,-7%,-16%
O=C(Cn1ccc2cc(S(=O)(=O)N3CCCCCC3)ccc21)NCc1cccc(Cl)c1,-3%,x,-2%,-15%,10%,x,x,-19%
CC(C)NS(=O)(=O)c1ccc(OCC(=O)Nc2ccc(F)cc2F)cc1,1%,x,-4%,-1%,-9%,4%,17%,-4%
